Assay outcomes: PubChem, National Center for Advancing Translational Sciences (NCATS)
GCN5L2 inh: qHTS Assay for Inhibitors of GCN5L2; Histone acetyltransferase KAT2A (Homo sapiens), Q92830; GCN5L2 HAT assay, ThioGlo1 CoA-SH fluorescence; Potency, µM (series often up to 58.9 µM), for inactives: at the top dose activity change, negative = inhibition, most hits filed as inhibitors; 390,000 tested, 0.21% active
Target sequence (Q92830 whole entry, looked up): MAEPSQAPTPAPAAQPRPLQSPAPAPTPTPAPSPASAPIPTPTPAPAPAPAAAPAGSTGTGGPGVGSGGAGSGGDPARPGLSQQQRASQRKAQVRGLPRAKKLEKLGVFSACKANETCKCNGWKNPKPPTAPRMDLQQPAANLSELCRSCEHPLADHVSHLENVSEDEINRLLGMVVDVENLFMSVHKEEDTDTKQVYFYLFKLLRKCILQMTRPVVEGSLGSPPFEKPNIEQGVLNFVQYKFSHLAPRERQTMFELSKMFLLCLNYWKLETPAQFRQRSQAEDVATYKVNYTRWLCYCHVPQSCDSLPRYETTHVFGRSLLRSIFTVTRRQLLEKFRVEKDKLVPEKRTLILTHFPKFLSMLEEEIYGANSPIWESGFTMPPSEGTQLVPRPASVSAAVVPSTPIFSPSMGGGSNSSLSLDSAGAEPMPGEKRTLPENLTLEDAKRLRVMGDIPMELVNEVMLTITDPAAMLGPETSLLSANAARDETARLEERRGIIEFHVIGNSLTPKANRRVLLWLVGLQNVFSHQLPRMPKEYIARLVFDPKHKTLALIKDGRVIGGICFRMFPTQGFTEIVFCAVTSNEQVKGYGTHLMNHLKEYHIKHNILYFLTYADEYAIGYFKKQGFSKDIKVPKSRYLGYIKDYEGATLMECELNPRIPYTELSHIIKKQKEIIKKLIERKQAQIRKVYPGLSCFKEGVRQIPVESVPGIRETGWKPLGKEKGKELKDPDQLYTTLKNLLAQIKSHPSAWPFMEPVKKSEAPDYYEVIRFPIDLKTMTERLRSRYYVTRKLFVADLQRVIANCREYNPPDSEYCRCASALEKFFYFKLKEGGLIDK
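Enzyme at 20nM final was mixed with library compounds for 15 min at room temperature. Peptide H3(1-25) at 75uM, acetyl-CoA at 70uM and ThioGlo1 at 50uM were then added. Plates were read immediately and after 20 min (Ex340nm/Em540nm).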
TDP1 cell CPT: qHTS for Inhibitors of human tyrosyl-DNA phosphodiesterase 1 (TDP1): qHTS in cells in presence of CPT; 420,000 tested, 12% active; chicken DT40 Tdp1-/-;hTDP1 cells + 20 nM CPT, ATP luminescence, 48 h; Potency, µM (top dose mostly 46.2 µM), without a hit: at the highest dose activity change, negative = growth inhibition, actives largely listed as inhibitors; AID 686979, 2013; note: nearly all actives have a fitted effect of over 55% in size
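Chicken DT40 Tdp1-/- cells stably complemented with human TDP1 were seeded at 400 cells/well in medium containing 20 nM camptothecin, exposed to pin-transferred compounds, and grown at 37 °C for at least 48 hr. Viability was read as ATP luminescence.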
DT40 TDP1 no CPT: qHTS for Inhibitors of human tyrosyl-DNA phosphodiesterase 1 (TDP1): qHTS in cells in absence of CPT; 420,000 tested, 15% active; DT40 Tdp1-/- hTDP1 cells, no CPT, ATP luminescence, 48 h; AID 686978, 2013; Potency, µM (highest dose often 46.2 µM), without a hit: at the top dose activity change, negative = growth inhibition, hits mostly inhibitors; note: nearly all actives have a fitted effect of over 55% in size
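Readout: luminescence from CellTiter-Glo after 30 min in the dark at RT. Cells: DT40 Tdp1-/- with stable hTDP1, 400/well. Exposure: compounds alone, ≥48 hr, 37 °C.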
Active calls of the source: *; ? = inconclusive; nt = no result given. Calls come from the whole dose curve; as a rule, active = well fitted curve in the direction sought with a large enough effect; inconclusive = small, poorly fitted or top-dose-only effect, or another doubt; inactive = no such curve, though single readings can be large; an effect the other way counts as inactive or inconclusive. % is set by controls: 0 for no effect and ±100 for the full control effect; potency is the fitted concentration of half-maximal effect.

SMILES	GCN5L2 inh	TDP1 cell CPT	DT40 TDP1 no CPT
C=CCOC(=O)c1[nH]c2c(c1C)C(=O)CC(c1ccco1)C2 (stereo not given)	-8%	0.021µM*	0.0065µM*
COc1ccc(-c2oc3ncn(CCN4CCOCC4)c(=N)c3c2-c2ccc(OC)cc2)cc1	2%	16µM*	13µM*
Cc1ccccc1C1NC(c2ccccc2C)C([N+](=O)[O-])C(C)(C)C1[N+](=O)[O-] (stereo not given)	-9%	-3%	-17%
CCOC(=O)c1c(C)[nH]c(C)c1S(=O)(=O)NCCN1CCN(c2ccccc2F)CC1	-16%	-24%	?
COc1ccccc1CNC(=O)/C=C/c1ccc(Br)o1	?	-11%	-3%
CCOC(=O)N=Nc1c(O)n(Cc2ccccc2)c2ccccc12	-7%	?	?
CN(C)CCNC(=O)CCn1nc(-c2ccc(Cl)cc2)ccc1=O	-5%	19%	3%
O=C(CN1C2CCCC1CC(NC(=O)c1ccco1)C2)Nc1ccccc1C(F)(F)F (stereo not given)	4%	23µM*	23µM*
NNC(=O)CC12CC3CC(C1)CC(n1ncnn1)(C3)C2	-2%	-15%	-11%
COc1ccc2c(c1)C(=O)[C@H](O)[C@@H](c1ccc(OC)c(Br)c1)O2	-1%	?	?
Cc1ccc(NS(=O)(=O)c2ccc(CCC(=O)N3CCCC3)cc2)cc1	-6%	?	?
CCCC(=O)Nc1ccc(S(=O)(=O)N2CCCC2)cc1	-6%	10%	0%
Cc1[nH]c(C)c(S(=O)(=O)N2CCN(c3ccccc3F)CC2)c1C(=O)N1CCCC1	-3%	1%	13%
Cc1nc(-c2ccc(F)cc2)c(CC(=O)N(C)CC(=O)Nc2ccccc2Cl)s1	2%	?	?
Cc1csc(SCC(=O)Nc2cccc(S(=O)(=O)N3CCOCC3)c2)n1	-9%	?	2%
O=S(=O)(c1ccc(F)cc1)n1ccc2cccnc21	-6%	-6%	-2%
O=C(Nc1cccc(C(=O)O)c1)/C(=C/c1ccc2c(c1)OCO2)NC(=O)c1cccc(Br)c1	-5%	7%	-5%
Cc1ccc(NC(=O)CN2C(=O)c3cccnc3Oc3ccc(Cl)cc32)cc1	-6%	21µM*	29µM*
COc1ccc(S(=O)(=O)N2CCOCC2)cc1NC(=O)CCCOc1ccc(C(C)=O)cc1	nt	3%	-17%
Cc1cccc(-c2nc(CS(=O)CC(=O)NC3CCCCC3)c(C)o2)c1 (stereo not given)	-1%	-21%	-20%
CC(C)Oc1cccc(C(=O)C2CCCN(Cc3cccn3-c3ccccn3)C2)c1 (stereo not given)	0%	?	?
COC(=O)c1cc(NC(=O)c2nn(C)c3c2CSc2ccccc2-3)cc(C(=O)OC)c1	1%	6%	5%
O=C(CCCn1c(=O)oc2ccccc21)N1CCN(c2ccc(F)cc2)CC1	-2%	0%	-10%
CC(=O)NCCc1ccc(S(=O)(=O)Nc2cccnc2)cc1	1%	-15%	-9%
CCC(C(=O)Nc1cccc(C#N)c1)n1nc(-c2ccccc2)ccc1=O (stereo not given)	-5%	?	?
CCOc1ccccc1N(C)S(=O)(=O)c1ccc2c(c1)CC(C)N2C(=O)C1CC1 (stereo not given)	-3%	23µM*	16µM*
COc1cccc(COC(=O)C2CC(=O)N(Cc3ccco3)C2)c1OC (stereo not given)	-2%	-22%	?
COc1cccc(CNC(=O)CSc2nc3ccc(C)cc3[nH]2)c1	-1%	?	-16%
COc1ccccc1NC(=S)N1CCOCC1	1%	-8%	-21%
Nc1c(C(=O)Nc2ccc(Br)cc2)sc2nc(N3CCOCC3)c3c(c12)CCCC3	nt	21µM*	?
Cc1csc(SC(C)C(=O)NCC2CCCO2)n1 (stereo not given)	-5%	1%	3%
CC(=O)N1CCc2cc(Br)cc(S(=O)(=O)N3CCC(C(=O)Nc4ccc(C(C)C)cc4)CC3)c21	-5%	?	?
CCOP(=O)(OCC)c1nc(-c2cccc3ccccc23)oc1NCc1ccc(OC)cc1	-7%	?	?
COc1cc(C)c(Cl)cc1S(=O)(=O)NCCCN1CCOCC1	-4%	-3%	-2%
O=C1/C(=C\c2ccccc2)CCC/C1=C/c1ccccc1	nt	21µM*	18µM*
COc1ccc(N2c3ccccc3CN(Cc3ccccc3)[C@@H](C)[C@H]2Cc2c(C)cccc2C)cc1	nt	18µM*	16µM*
NS(=O)(=O)c1cccc(NC(=O)COC(=O)/C=C/c2nc3ccccc3s2)c1	-7%	-2%	-25%
COc1ccc(C(=O)CSc2nnc(-c3cccs3)n2-c2ccccc2)cc1	-13%	-27%	-23%
CCOc1nc(N2CCOCC2)nc(C)c1[N+](=O)[O-]	2%	-12%	2%
COC(=O)C(C)Sc1nnc2cc(C)c3cc(C)cc(C)c3n12 (stereo not given)	-2%	-18%	-28%
Cc1cccc(C(=O)NNC(=S)NC(=O)c2ccccc2)c1	nt	18µM*	21µM*
CCOc1ccc(S(=O)(=O)N(C)CC(=O)N2CCN(CC)CC2)cc1	-4%	5%	4%
Cc1ccc([N+](=O)[O-])cc1NC(=O)Cc1cccs1	?	11%	6%
Cc1ccc(NC(=O)CSc2nc3ccccc3c(=O)n2Cc2cccs2)cc1	-4%	?	-17%
CCc1ccccc1NC1=NCC(=O)N1C1CCCCC1	-2%	-25%	-29%

Single records, as listed above.
Cc1ccc([N+](=O)[O-])cc1NC(=O)Cc1cccs1 in the list: GCN5L2 inh = ?; TDP1 cell CPT = 11%; DT40 TDP1 no CPT = 6%
COC(=O)C(C)Sc1nnc2cc(C)c3cc(C)cc(C)c3n12 (stereo not given) in the list: GCN5L2 inh = -2%; TDP1 cell CPT = -18%; DT40 TDP1 no CPT = -28%

Further compounds:
SMILES	GCN5L2 inh	TDP1 cell CPT	DT40 TDP1 no CPT
CCOc1ccc(-c2cc3c(=O)n(Cc4nc(-c5ccc(OCC)c(OC)c5)oc4C)ccn3n2)cc1Cl	-1%	-6%	-2%
Cc1ccc(CNc2ncnc3c2cnn3-c2ccc(Cl)cc2)cc1	-5%	-29%	-20%
CSCCC1NC(=O)N(CC(=O)Nc2ccc(N3CCCCC3)cc2)C1=O (stereo not given)	-2%	0%	-12%
O=C(COc1ccc(Br)cc1CNCCCN1CCOCC1)Nc1ccccc1	1%	16µM*	21µM*
COC(=O)c1ccccc1NC(=O)CSc1nc2ccccc2c(=O)[nH]1	-14%	?	-17%
CCC(C)[C@H](NC(=O)N1CCCCCC1)C(=O)OC (stereo not given in full)	-2%	-5%	0%
Cc1ccc(C(=O)N2CCOCC2)c(F)c1F	27%	1%	-5%
CCOC(=O)NC(NC(=S)Nc1ccccc1[N+](=O)[O-])C(Cl)(Cl)Cl (stereo not given)	-1%	?	?
O=C(NNC(=O)C12CC3CC(CC(C3)C1)C2)c1ccccc1[N+](=O)[O-]	-6%	-3%	-10%
CCC1COC(c2cccn2Cc2ccc(Cl)cc2)=N1 (stereo not given)	-6%	1%	-4%
Cc1nc2cc(NC(=O)CSc3nc4c(C)cccc4cc3C#N)ccc2s1	-1%	-26%	-16%
O=c1c2sccc2nc(SCc2ccc([N+](=O)[O-])cc2)n1Cc1ccccn1	-6%	?	16µM*
Cc1ccc(C2CCN(C(=O)Nc3ccc(F)cc3)C2)cc1 (stereo not given)	-7%	-20%	?
COc1cc(OC)cc(-c2c(C#Cc3ccsc3)c3cc(-c4ccc(CN5CCOCC5)cc4)ccc3n2C)c1	-6%	-28%	?
CCn1c(C)nc2cc(C(=O)NNC(=S)Nc3ccc(F)cc3)ccc21	-2%	1%	13%
CCOC(=O)c1ccc(S(=O)(=O)NNc2ccc(C(F)(F)F)cn2)cc1	-6%	-19%	20%
O=C(C[n+]1cccc(CNC(=O)c2ccc(OC(F)F)cc2)c1)Nc1cc(C(F)(F)F)ccc1Cl	-4%	6%	-1%
COc1ccc(N2C(=O)C(O)C2c2ccc(C)cc2)cc1 (stereo not given)	-2%	-19%	-27%
Oc1ccc(C[C@H]2CNC(=S)N2CC2CCCN2C[C@H](Cc2ccc(O)cc2)N2C[C@H](Cc3ccc(O)cc3)N(CC3CCCCC3)C2=S)cc1 (stereo not given in full)	nt	7.3µM*	5.8µM*
CCN(CC(=O)NCc1ccc(F)cc1)C(=O)c1ccc(Cl)cc1	-1%	-16%	3%
CCCSc1ccc([C@@H]2[C@H]3C(=O)N(CC)C(=O)[C@H]3[C@]3(C(=O)OC)CCCN23)cc1OC	-1%	?	?
CCOC(=O)Cn1c(=O)c(F)cn(Cc2ccc(OC)c([N+](=O)[O-])c2)c1=O	0%	-8%	-26%
CCOc1ccccc1N=NC1C(=O)N(C(N)=S)N=C1C (stereo not given)	19%	16µM*	3.7µM*
Cc1ccc(-c2noc(C3CCCN(C(=O)c4ccccc4)C3)n2)o1 (stereo not given)	-24%	-9%	-21%
COc1ccc(OC)c(NC(=O)c2nc(S(=O)(=O)Cc3ccccc3F)ncc2Cl)c1	nt	1µM*	0.63µM*
Cc1ccc(F)cc1CNC(=O)C1CCC(=O)N(CCc2ccccc2)C1 (stereo not given)	-8%	-4%	23%
CC(C)CC(=O)N1CCN(Cc2ccccc2[N+](=O)[O-])CC1	1%	-6%	-11%
CC1C/C(=N\NC(=O)c2ccc([N+](=O)[O-])cc2)CC(C)(C)C1 (stereo not given)	3%	3%	3%
COc1ccc(Cl)cc1NC(=O)c1c(-c2ccccc2)noc1C	0%	-16%	?
CCC1=NC(c2ccccc2)N(O)C1(C)C (stereo not given)	-17%	-1%	-12%

Fetched by structure from the entries so far (6):
SMILES	GCN5L2 inh	TDP1 cell CPT	DT40 TDP1 no CPT
CCOc1ccc(S(=O)(=O)N(C)CC(=O)N2CCN(CC)CC2)cc1	-4%	5%	4%
CCN(CC(=O)NCc1ccc(F)cc1)C(=O)c1ccc(Cl)cc1	-1%	-16%	3%
CSCCC1NC(=O)N(CC(=O)Nc2ccc(N3CCCCC3)cc2)C1=O (stereo not given)	-2%	0%	-12%
CCOc1nc(N2CCOCC2)nc(C)c1[N+](=O)[O-]	2%	-12%	2%
Cc1cccc(-c2nc(CS(=O)CC(=O)NC3CCCCC3)c(C)o2)c1 (stereo not given)	-1%	-21%	-20%
O=C(Nc1cccc(C(=O)O)c1)/C(=C/c1ccc2c(c1)OCO2)NC(=O)c1cccc(Br)c1	-5%	7%	-5%

(more compounds)
SMILES	GCN5L2 inh	TDP1 cell CPT	DT40 TDP1 no CPT
CC1=C(C(=O)NC2CCCC(C)C2C)C2(CCCCC2)OC1=O (stereo not given)	-1%	-10%	-15%
CCOC(=O)C1CCCN(C(=O)c2ccc3ccccc3c2)CC1 (stereo not given)	nt	?	?
CCOC(=O)C1=C(C)NC(C)=C(C(=O)OCC)C1C(=O)OCC(=O)NC	-2%	-13%	2%
Cc1nc(N2CCOCC2)c2c(C)c(C(=O)Nc3ccc(F)cc3Cl)sc2n1	1%	-9%	1%
CCOC(=O)C1(CCc2ccccc2)CCN(C2Cc3ccccc3C2)CC1	-1%	?	?
COc1cccc(CNC(=O)c2ccc3c(c2)N(C)CCS3)c1OC	?	-19%	?
Clc1ccc(C2Nc3cccc4cccc(c34)N2)cc1Cl	0%	?	?
CC(=O)NC(Cc1ccc(F)cc1)C(=O)NC1CCN(C(=O)Nc2cccc(C)c2)CC1 (stereo not given)	-3%	23%	0%
CCN(CC)C(=O)CSc1nc2c(sc(=S)n2-c2ccccc2)c(=O)n1-c1ccccc1OC	-7%	9.2µM*	?
COc1ccc(CCNC2CCN(C)CC2)cc1OC	-5%	0%	-8%
Clc1cc(Br)ccc1OCCN1CCOCC1	2%	1%	-2%
O=C(COc1ccc(S(=O)(=O)N2CCOCC2)cc1)NC1CCCCC1	1%	-4%	-24%
CC12CC3CC(C)(C1)CC(NCc1ccncc1)(C3)C2	-4%	-19%	-12%

Sorted by count of non-hydrogen atoms (falling): some entries from above
SMILES	GCN5L2 inh	TDP1 cell CPT	DT40 TDP1 no CPT
COc1cccc(COC(=O)C2CC(=O)N(Cc3ccco3)C2)c1OC (stereo not given)	-2%	-22%	?
CN(C)CCNC(=O)CCn1nc(-c2ccc(Cl)cc2)ccc1=O	-5%	19%	3%
C=CCOC(=O)c1[nH]c2c(c1C)C(=O)CC(c1ccco1)C2 (stereo not given)	-8%	0.021µM*	0.0065µM*
